Artemis endo inh: blocks endonuclease activity of human Artemis. Q96SD1. recombinant Artemis, quenched FAM hairpin cleavage fluorescence. inhibition, % at 10 µM. 0.78% of 30,000 active;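 active means at 10 µM dose, at least 30% inhibition, measured as corrected fluorescence normalized to stimulator and neutral control wells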
Target sequence (Q96SD1 whole entry, looked up): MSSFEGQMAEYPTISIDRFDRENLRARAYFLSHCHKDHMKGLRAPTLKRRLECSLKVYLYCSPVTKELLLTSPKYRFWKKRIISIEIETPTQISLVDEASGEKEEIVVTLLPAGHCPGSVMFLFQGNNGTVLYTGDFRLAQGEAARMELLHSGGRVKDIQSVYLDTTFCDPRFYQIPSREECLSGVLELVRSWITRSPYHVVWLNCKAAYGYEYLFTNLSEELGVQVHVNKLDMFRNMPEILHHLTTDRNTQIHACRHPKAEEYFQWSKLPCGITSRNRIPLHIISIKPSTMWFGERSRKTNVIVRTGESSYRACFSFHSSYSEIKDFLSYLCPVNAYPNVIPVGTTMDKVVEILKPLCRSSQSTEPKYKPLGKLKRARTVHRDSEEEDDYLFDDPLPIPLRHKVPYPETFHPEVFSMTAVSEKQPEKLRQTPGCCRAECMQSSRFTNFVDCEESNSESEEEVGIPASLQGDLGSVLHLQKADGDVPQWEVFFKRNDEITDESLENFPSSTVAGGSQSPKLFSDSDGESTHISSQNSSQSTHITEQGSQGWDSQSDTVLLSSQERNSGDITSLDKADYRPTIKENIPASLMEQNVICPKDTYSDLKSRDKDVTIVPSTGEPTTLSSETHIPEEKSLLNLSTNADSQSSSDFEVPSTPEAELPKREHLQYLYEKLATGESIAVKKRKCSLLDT
Active calls of the source: *. Some of the compounds tested; rates above refer to the full screens.

canonical_smiles,Artemis endo inh
C=CCn1c(=O)c(C(=O)Nc2cccnc2)c(O)c2ccccc21,16
CC(=O)N/C(=N/c1nc(C)cc(C)n1)Nc1ccc(NC(C)=O)cc1,0
CCCNc1c(F)c(F)c2c(C)c3ccccc3nc2c1F,5
COc1ccccc1C(c1nnnn1C(C)(C)C)N1CCN(Cc2ccccc2)CC1 (configuration not stated),-1
COc1ccccc1N1CCSC1C(N)=O (configuration not stated),1
COc1ccc(NC(=O)NC2(C(=O)N3CCCCCC3)CCCCC2)cc1,-8
Cc1c(NC(C)c2cc(Cl)ccc2O)c(=O)n(-c2ccccc2)n1C (configuration not stated),-1
CCOC(=O)/C(=C\Nc1ccc(OC(F)(F)F)cc1)Sc1ncc(C(F)(F)F)cc1Cl,-1
CC(C)Sc1nc2sc3c(c2c2nnc(SCC(=O)NCc4ccco4)n12)CCCC3,23
CC(C)(O)c1cn(-c2nonc2N)nn1,-4
CCOc1cc(CNCc2cccs2)cc(Br)c1OC,7
CCOC(=O)Cc1cc(-c2ccccc2)nc2ccc3ccccc3c12,6
CC1OC2(OC1C)C(=O)Nc1ccccc12 (configuration not stated),7
CC(C)C1Nc2ccc(S(N)(=O)=O)cc2C2C=CCC21 (configuration not stated),3
COc1ccc(-n2c(C)cc(=O)c3c2CC(C)(C)CC3=O)cc1,11
O=C1c2ccccc2C(=O)N1CCc1nc2ccccc2c(=O)n1Cc1ccco1,3
COc1ccc(N(CC(=O)NN=C2CCCCCCC2)S(=O)(=O)c2ccccc2)cc1Cl,18
CCN(CC)c1ccc(/C=c2\sc3nnc(-c4ccccc4Cl)n3c2=O)cc1,-20
CCN(CC(=O)Nc1ccc(OC)c(OC)c1)S(=O)(=O)c1ccc(C)cc1,-7
O=C(NC1CCCC1)C(c1ccc(N2CCOCC2)cc1)N(Cc1ccccc1)C(=O)c1ccco1 (configuration not stated),-5
CCOC(=O)C1CCCN(S(=O)(=O)c2cc(OCC(N)=O)c(C)cc2Cl)C1 (configuration not stated),5
Cn1nnnc1SCc1nnc(-c2ccc(Cl)cc2)o1,2
O=C1CCCCCN1CSc1nc2ccccc2s1,-1
CCc1ccccc1NC1=NCC(=O)N1Cc1ccc2c(c1)OCO2,6
COC(CN1C(=O)C(O)=C(C(C)=O)C1c1ccccn1)OC (configuration not stated),-1
CCOC(=O)COc1ccc(C(=O)c2ccccc2)c(O)c1,0
N#Cc1c(C(F)(F)F)cc(C2CC2)nc1N1CCCC1,2
c1ccc(-c2nnc(-c3c[nH]c4ccccc34)nc2-c2ccccc2)cc1,6
CN1C(=O)CC(NNC(=O)c2ccccc2)C1=O (configuration not stated),-2
CCN(CC)Cc1c(O)ccc2occ(C(=O)c3ccc(OC)cc3)c12,3
CC(C)Oc1ccc(N2CC(C(=O)Nc3ccc(N4CCOCC4)cc3)CC2=O)cc1 (configuration not stated),-2
O=C(c1ccncc1)c1ccc(N2CCN(C3CC(=O)N(Cc4ccccc4)C3=O)CC2)cc1 (configuration not stated),10
CCn1nc(NC(=O)c2ccncc2)c2cc3cc(C)ccc3nc21,0
O=C(CCCCn1c(=O)c2ccccc2n(CC(=O)Nc2ccccc2)c1=O)NCc1ccco1,-2
O=C(OCc1ccccc1)/C(=C/c1ccc(Cl)cc1)NC(=O)c1ccccc1Cl,3
C=CCn1c(O)c(CN2CCN(Cc3ccccc3)CC2)c(C)c(C#N)c1=O,-8

4 of the compounds above, as labelled records.
O=C(c1ccncc1)c1ccc(N2CCN(C3CC(=O)N(Cc4ccccc4)C3=O)CC2)cc1 (configuration not stated)
- Artemis endo inh = 10

CCn1nc(NC(=O)c2ccncc2)c2cc3cc(C)ccc3nc21
- Artemis endo inh = 0

O=C(CCCCn1c(=O)c2ccccc2n(CC(=O)Nc2ccccc2)c1=O)NCc1ccco1
- Artemis endo inh = -2

O=C(OCc1ccccc1)/C(=C/c1ccc(Cl)cc1)NC(=O)c1ccccc1Cl
- Artemis endo inh = 3

Continuation.
canonical_smiles,Artemis endo inh
CCC(C)(C)NC(=O)CN(C(=O)CNS(=O)(=O)c1ccc(C)cc1)c1ccc2c(c1)OCCO2,3
COc1cccc(C(c2nnnn2C(C)(C)C)N2CCN(C3CCCCC3)CC2)c1OC (configuration not stated),2
O=C(NC1CCCC1)c1ccc2nc[nH]c2c1,-8
CC(=O)Nc1ccc(Oc2sc(C(=O)c3ccccc3)c(N)c2C#N)cc1,5
Cc1csc(=N)n1CC(=O)N1CCc2ccccc21,8
Cc1ccc(NC(=O)C(C)N2C(=O)c3ccccc3C2=O)cc1 (configuration not stated),2
CC(=O)Oc1cc2c(C(=O)NCCCN3CCOCC3)c(C)oc2c2ccccc12,25
N#Cc1cn(CC(=O)N2CCc3ccccc3C2)c2ccccc12,0
CCCC1CCc2c(c3ccccc3[nH]c2=O)O1 (configuration not stated),-4
COC(=O)c1cc[n+](CC(=O)c2ccccc2)cc1,1
Cc1cc(C)c2cc(CN(CCO)C(=O)Nc3ccc(F)cc3)c(=O)[nH]c2c1,4
Cc1cc(C(C#N)c2ccccc2)n2ncnc2n1 (configuration not stated),5
Cn1nc(C(=O)Nc2ccc(S(=O)(=O)N3CCCC3)cc2)ccc1=O,3
O=C(Nc1ccccc1)N(CCN1CCOCC1)Cc1ccccc1F,-14
CCS(=O)(=O)N1CCCC(C(=O)NCC2CCCO2)C1 (configuration not stated),-5
O=C(c1ccccc1S(=O)(=O)NCC(O)COc1ccc([N+](=O)[O-])cc1)N1CCCCC1 (configuration not stated),4
CC1CN(Cc2cc(=O)n3ccsc3n2)CC(C)O1 (configuration not stated),-8
O=S(=O)(c1ccccc1)N1CCN(S(=O)(=O)c2ccccc2)C1,-5
Cc1ccc(-c2nn(Cc3ccccc3)cc2/C=C/C(=O)O)cc1,-6
O=C(O)C1CCN(c2ncccn2)CC1,-1
Cc1n[nH]c(C)c1S(=O)(=O)Nc1ccc2c(c1)OCCO2,-7
O=C(Cn1c(=O)n(CCCC(=O)NC2CCCC2)c(=O)c2ccccc21)NCCC1=CCCCC1,1
C/C(=N/Nc1nc(C)cc(-c2ccccc2)n1)c1ccco1,6
COCCn1c(SCc2cnc(-c3ccccc3)s2)nnc1-c1ccncc1,5
Clc1ccc(OCCn2cnc3ccccc32)cc1,-9
CC(=O)Nc1nnc(SCC(=O)NCCOc2ccccc2)s1,-6
COC(=O)c1cc2oc3ccccc3c2n1Cc1ccccn1,6
Clc1cccc(CNc2nnnn2-c2ccccc2)c1,-3
CCOc1cc(S(=O)(=O)NC2CCCCCC2)ccc1F,-1
C=CCn1c(Oc2ccc(C(=O)OC)cc2)nc2c1c(=O)n(C)c(=O)n2C,-4
O=c1oc(/C=C/c2ccco2)nc2sc3c(c12)CCC3,2
Cc1ccc(OCc2ccc(C(=O)Nc3nccs3)o2)cc1C,12
COc1ccc(Cc2nc(N)nc(N)n2)cc1,6
CC(C)CC1NC(=S)N(C2CCCCC2)C1=O (configuration not stated),-3
O=C(NCCCN1CCOCC1)[C@@H]1CSC2c3ccccc3C(=O)N21 (some centres not stated),-9
O=C1CC(c2ccco2)CC2=C1C1c3ccccc3C(=O)N1c1ccccc1N2 (configuration not stated),2
CCS(=O)(=O)N1CCCC(C(=O)N2CCc3ccccc3C2)C1 (configuration not stated),-11
CO/N=C(/CS(=O)(=O)c1ccc(C)cc1)c1ccc(OC)cc1,2
Cc1cccn2c(/C=N/OCc3cccc(F)c3)c(-c3ccc(Cl)cc3)nc12,-6
Cc1ccc(C(=O)NNC(=O)OC(C)(C)C)c(Cl)c1,-21
Cc1cc(NC(=O)CCC2COc3ccccc3O2)no1 (configuration not stated),0
COC(=O)c1ccccc1NC(=O)C(CCS(C)(=O)=O)NC(C)=O (configuration not stated),-13
COc1cc(C2c3c(oc4cc(C)c(C)cc4c3=O)C(=O)N2c2cc(C)ccn2)ccc1O (configuration not stated),6
Nc1ncn(C(=O)c2ccco2)n1,0
COc1ccc(CNC(=O)c2c(O)c3cccc4c3n(c2=O)CCC4)cc1OC,6
Cc1cc(-c2nnc3n2N=C(c2ccc(-c4ccccc4)cc2)CS3)n[nH]1,17
CC(C)c1nnc(NC(=O)C2c3ccccc3Oc3ccccc32)s1,1
O=C(CSc1nnnn1-c1ccccc1)N1CCCc2ccccc21,4
O=C(CSc1nnc(-c2ccncc2)n1Cc1ccco1)Nc1nc(-c2ccccc2)cs1,19
Cc1ccc(Cn2c(SCCN3CCCCC3)nc3c2c(=O)n(C)c(=O)n3C)cc1,-1
CCCn1c(N2CCC(Cc3ccccc3)CC2)nc2c1c(=O)[nH]c(=O)n2C,11
CCOc1ccccc1NC(=O)CCc1ccc(C)o1,-9
Cc1cc(=O)[nH]c(/N=C(\N)Nc2cccc3ccccc23)n1,-2
Cc1cc(C)c2c(N)c(C(=O)NCC3CCCCC3)sc2n1,0
N#Cc1cc(-c2ccccc2)nnc1Sc1ccc(Cl)cc1,-4
O=C(NC1CCCC1)c1cccc(S(=O)(=O)N2CCCCC2)c1,-6
C=CCNC(=O)c1snnc1-c1ccccc1,-9
Cc1c(C(=O)Nc2ccc(Cl)cn2)oc2ccccc12,-2
O=C(Nc1ccc2ccccc2c1)Nc1ccc2snnc2c1,10
CCN(CC)C(=O)CSC1=C(C#N)C(c2cccs2)C=C(C)N1 (configuration not stated),-1

Overlap with the part before: two compounds; new compounds follow.
canonical_smiles,Artemis endo inh
O=C(Nc1ccc2ccccc2c1)Nc1ccc2snnc2c1,10
CCN(CC)C(=O)CSC1=C(C#N)C(c2cccs2)C=C(C)N1 (configuration not stated),-1
CC(C)N1C(=O)CC2(CC[N+](C)(CCOC(=O)C(c3ccccc3)c3ccccc3)CC2)C1=O (configuration not stated),5
Cc1ccc(NC(=O)COc2ccc(/C=C3/SC(=Nc4ccccc4)N(Cc4cccnc4)C3=O)cc2)cc1,9
O=C1N2CCSC2=NC1(NS(=O)(=O)c1ccccc1)C(F)(F)F (configuration not stated),-7
O=c1nc(-c2ccccc2)c2ccccc2[nH]1,-11
Cc1c(Cl)cccc1Nc1nc(N)nc(CSCCO)n1,3
Cc1cccc(-c2nnc(-c3ccccc3)o2)c1,10
CCCOC(=O)C1=C(C)OC23OC(N)=C(C#N)C12C(=O)c1ccccc13 (configuration not stated),5
CCC(c1nnnn1C(C)(C)C)N1CCN(C2CCCC2)CC1 (configuration not stated),-5
Cc1nc(Nc2ccc3c(c2)OCCO3)c2oc3ccccc3c2n1,-2
N#Cc1cccc(NC(=O)CSc2ccc3c4c(cccc24)C(=O)c2ccccc2-3)c1,21
CCN(CC)c1nc2cc(OC)ccc2cc1C#N,4
O=C(NC1CCCCC1)N1CCc2ccccc21,-1

Quoted from above (5 entries):
canonical_smiles,Artemis endo inh
C=CCn1c(=O)c(C(=O)Nc2cccnc2)c(O)c2ccccc21,16
CC(=O)N/C(=N/c1nc(C)cc(C)n1)Nc1ccc(NC(C)=O)cc1,0
CCCNc1c(F)c(F)c2c(C)c3ccccc3nc2c1F,5
COc1ccccc1C(c1nnnn1C(C)(C)C)N1CCN(Cc2ccccc2)CC1 (configuration not stated),-1
COc1ccccc1N1CCSC1C(N)=O (configuration not stated),1

(further entries)
canonical_smiles,Artemis endo inh
Cc1ccnc2nc(C(=O)Nc3cc(Cl)ccc3N3CCOCC3)nn12,10
O=C(COC(=O)c1cccc(S(=O)(=O)N2CCN(c3ccccc3)CC2)c1)NCc1ccco1,6
CCOC(=O)N1CCN(S(=O)(=O)c2ccc(OCC)c3ccccc23)CC1,7
CCCC12CN3CC(CCC)(CN(C1)C3C(O)C(O)C(O)CO)C2=O (configuration not stated),0
O=C1CCCCCN1Sc1ccccc1,2
COc1ccc2cc(C#N)c(NC(C)C)nc2c1,6
CCn1c(SCC(=O)Nc2nc3ccccc3s2)nnc1-c1ccc(OC)cc1,6
COc1ccc(C(=O)OCC(=O)Nc2ccc(F)cc2F)cc1OC,3
O=C(COc1ccccc1O)Nc1ccc(Cl)cc1,5
Cc1c(N=Cc2cccnc2)c(=O)n(-c2ccccc2)n1C,3
Cc1c(NC(=O)c2ccc(F)c(S(=O)(=O)N3CCOCC3)c2)c(=O)n(-c2ccccc2)n1C,2
N#Cc1cc2sc3nnc(-c4ccncc4)n3c2cc1C#N,10
COc1ccc(C(=O)Nc2ccc(S(=O)(=O)N3CCOCC3)cc2)cc1OC,-8
CC(=O)N(CC(=O)O)c1ccccc1C(=O)O,-3
O=C(CSc1ncn[nH]1)NC1CC2CCC1C2 (configuration not stated),-1
COCCn1nnnc1C(c1ccccc1)N1CCN(Cc2ccc3c(c2)OCO3)CC1 (configuration not stated),-2
CCOC(=O)c1c(NC(=O)CSc2nnc(-c3ccc(OC)cc3)o2)sc2c1CCC2,9
CSc1nc(Oc2ccc(=O)[nH]n2)nc(N(C)C)n1,7
Cc1noc2ncc(C(=O)c3cc(F)ccc3O)cc12,-1
OCCCCCNc1ncnc2ccccc12,-4
CC(=O)n1c2ccccc2c2c1c1ccccc1n2C,-9
COCCn1nnnc1C(c1ccccc1OC)N1CCN(c2ccccc2F)CC1 (configuration not stated),0
Cc1ccc(O)c(NC(=O)c2cccc(S(=O)(=O)N3CCCCC3)c2)c1,-1
COc1ccc(C2C(C#N)=C(N)Oc3n[nH]c(C)c32)cc1CSc1ccccn1 (configuration not stated),6
O=C(N/N=C/c1ccc(Cl)cc1)c1sccc1OCc1ccc(F)cc1,21
FC(F)(F)c1cc(Cl)c2nc(-c3ccccc3)cn2c1,-2
C=CCOC(=O)Nc1c(C(=O)OC)[nH]c2ccc(Cl)cc12,16
CCOc1ccc2c(O)csc2c1,7
Cn1c(SCC(=O)c2ccccc2)nnc1-c1cccc(N)c1,4
C=CCn1c(SCC(=O)Nc2cc(C)on2)nc2sc3c(c2c1=O)CCCC3,14

High-throughput results from PubChem.
